OX1R antag-1: antagonists of human orexin 1 receptor (OX1R); 1.8% of 330,000 active; Orexin/Hypocretin receptor type 1 (Homo sapiens), O43613; inhibition, % at 6.6 µM; OX1R-expressing cells, FRET antagonist read-out; AID 485270, 2010; in the data active = inhibition mostly above about 38%, no sharp cut-off; inactive = mostly below about 40%;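 also: 0% = agonist challenge alone and 100% = reference antagonist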
Target sequence (O43613 whole entry, looked up): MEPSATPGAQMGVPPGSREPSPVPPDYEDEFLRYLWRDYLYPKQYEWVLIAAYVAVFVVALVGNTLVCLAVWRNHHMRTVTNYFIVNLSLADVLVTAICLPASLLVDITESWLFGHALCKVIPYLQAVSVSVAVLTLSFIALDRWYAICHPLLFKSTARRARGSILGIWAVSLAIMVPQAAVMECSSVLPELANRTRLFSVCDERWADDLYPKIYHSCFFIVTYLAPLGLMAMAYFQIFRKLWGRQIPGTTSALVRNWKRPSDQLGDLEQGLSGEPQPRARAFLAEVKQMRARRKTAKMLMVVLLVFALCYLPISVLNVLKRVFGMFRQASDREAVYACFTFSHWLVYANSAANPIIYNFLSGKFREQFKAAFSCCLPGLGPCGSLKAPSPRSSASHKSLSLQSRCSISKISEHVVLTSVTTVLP
OX1R antag-2: OX1R (HCRTR1) antagonists, primary screen, fluorescence, CHO/OX1R cells, Fluo-8 calcium, orexin A; Orexin/Hypocretin receptor type 1 (Homo sapiens), O43613; Fluo-8 calcium fluorescence; inhibition, % at 5 µM; 0.43% of 330,000 active; AID 434989, 2010;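 active = inhibition above its plate's threshold, mean inhibition of all tested compounds on the plate plus 3 SD, cut at about 37% in these data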;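 also: 0% = orexin A challenge wells and 100% = SB-334867-A antagonist wells; not every result past the cut was called active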
STK33 inh: inhibitors of purified STK33 kinase, primary screen, biochemical, ADP-Glo luminescence, homogeneous, cell-free. AID 2661, 2010. Serine/threonine-protein kinase 33 (Homo sapiens), Q9BYT3. 0.073% of 320,000 active. MBP phosphorylation. inhibition, % at 10 µM;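 active = inhibition at or above 25%, using the most active replicate where run in duplicate; inactive = inhibition below 25%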
Target sequence (Q9BYT3 whole entry, looked up): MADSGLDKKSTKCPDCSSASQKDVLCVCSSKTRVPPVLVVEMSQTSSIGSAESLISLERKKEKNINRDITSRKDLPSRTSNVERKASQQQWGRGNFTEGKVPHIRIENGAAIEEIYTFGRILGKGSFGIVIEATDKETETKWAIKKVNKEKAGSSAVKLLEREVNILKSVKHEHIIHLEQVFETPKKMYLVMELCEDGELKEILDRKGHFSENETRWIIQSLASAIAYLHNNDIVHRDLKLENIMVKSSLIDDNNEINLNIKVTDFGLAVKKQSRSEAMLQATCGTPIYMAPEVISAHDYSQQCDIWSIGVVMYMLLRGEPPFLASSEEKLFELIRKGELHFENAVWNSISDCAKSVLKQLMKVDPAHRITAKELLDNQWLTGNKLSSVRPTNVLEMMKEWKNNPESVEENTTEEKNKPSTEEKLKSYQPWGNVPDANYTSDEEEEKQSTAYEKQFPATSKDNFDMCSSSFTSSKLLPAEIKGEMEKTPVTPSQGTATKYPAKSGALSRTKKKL
An asterisk follows results filed as active; / = not tested or not shown. An unsorted share of the library, and some 2.2% of all compounds hit somewhere here.

item	OX1R antag-1	OX1R antag-2	STK33 inh	mol
1	3	-13	-1.1	C=CCOc1ccc(CNCc2cccnc2)cc1OCC
2	10	-25	0.3	O=C(CNc1ccccc1)N/N=C/c1ccc2c(c1)OCCO2
3	21	-29	-1.3	Cc1c(Cl)cccc1NC(=O)c1cc(C2CC2)on1
4	1	-16	0.2	Cc1cccc(N(Cc2ccccc2)C(=O)CN2C(=O)NC3(CCCC3)C2=O)c1
5	7	-13	-1.7	COCCn1c(SCC(=O)NCc2ccco2)nnc1-c1c[nH]c2ccccc12
6	5	7	-1.7	COc1ccc2c(c1)nc(SCC(C)O)n2C (stereo not given)
7	14	-12	0.1	Cc1ccc(NCCC(=O)c2cccs2)cc1Cl
8	30	32	-2.1	COc1ccc(C(=O)Nc2ccc(Cl)c(S(=O)(=O)Nc3ccccc3OC)c2)cc1
9	17	-14	0.5	O=C(COc1cc2oc(=O)cc(-c3ccccc3)c2cc1Cl)NCc1ccccn1
10	4	-16	-0.7	CC1CCCN(c2ccc(/C=C(\C#N)c3nn(-c4ccccc4)c(N)c3C#N)cc2[N+](=O)[O-])C1 (stereo not given)

Next part.
item	OX1R antag-1	OX1R antag-2	STK33 inh	mol
11	17	-13	0.9	O=C(COC(=O)C1(c2ccc(Cl)cc2)CCCC1)N1CCc2ccccc21
12	23	5	-0.2	Cc1c(NC(=O)/C(C#N)=C\c2cccs2)c(=O)n(-c2ccccc2)n1C
13	12	-16	-2.3	O=C1c2ccccc2NC(c2cccc([N+](=O)[O-])c2)N1CCc1ccccc1 (stereo not given)
14	6	-5	-0.8	Cc1ccc(-c2ccc(/C=N/n3cnnc3)o2)cc1
15	11	-27	-1.3	CN(Cc1nc2ccccc2[nH]1)C(=O)C1CCC(=O)N(C2CCCC2)C1 (stereo not given)
16	13	-12	-1.7	O=C(CSc1nc(NS(=O)(=O)c2ccccc2)cc(=O)[nH]1)Nc1ccc(F)cc1
17	9	-28	0.0	Cc1ccc(C(=O)OCC(=O)c2c(N)n(C)c(=O)n(C)c2=O)cc1S(=O)(=O)N1CCCCC1
18	3	-13	-1.3	O=C1CN(C(=O)COC(=O)CCC(=O)c2ccc(F)cc2)c2ccccc2N1
19	36	-22	-0.6	O=C(Cn1cnc2cc([N+](=O)[O-])ccc2c1=O)NCc1ccc(Cl)cc1
20	16	-11	-2.2	O=C(O)CSc1nnc(NC(=O)CN2CCOCC2)s1

New compounds follow:
item	OX1R antag-1	OX1R antag-2	STK33 inh	mol
21	22	-1	0.8	COc1ccc(-c2noc(CN(C(=O)c3ccoc3C)C(C)C)n2)cc1
22	15	-11	-1.3	CCCNc1nc(C)cc(-c2cc(C(=O)NC3CCCC3)on2)n1
23	50	-9	1.6	CNC(=O)c1cc2c(ccc3ccccc32)oc1=N
24	17	-12	0.1	CCN(CC)c1ccc(/C=N/Nc2cccc(C)c2)c(O)c1
25	14	-9	0.4	Cc1ccc(S(=O)(=O)NC2CCCC(C(=O)O)C2)cc1 (stereo not given)
26	4	-33	0.7	CC(OC(=O)c1ccccc1NCCO)C(=O)NC1CCCCC1C (stereo not given)
27	12	-16	-0.3	CN(C)c1nc(N(C)C)n(C(=O)c2ccc(F)cc2)n1
28	18	-3	-0.7	COc1ccc(/C(O)=C2/C(=O)C(=O)N(Cc3cccnc3)C2c2ccncc2)cc1F (stereo not given)
29	10	-10	-1.0	Cc1ccc(S(=O)(=O)N(C)C)cc1NC(=O)c1cncc(Br)c1
30	3	-3	-2.4	O=C1CSc2ccc(S(=O)(=O)CCC(=O)NC3CCCCC3)cc2N1

Next part.
item	OX1R antag-1	OX1R antag-2	STK33 inh	mol
31	32	-2	2.7	Cn1c(NCc2cccs2)nc2ccccc21
32	2	-17	-0.5	COCCNC(=O)c1cc(Sc2nnc(C)s2)nc2ccccc12
33	8	-16	-0.1	CCc1cc2ccc(C)cc2nc1SCC(=O)Nc1c[nH]c(=O)[nH]c1=O
34	24	-25	-1.7	COc1cccc(Nc2nc3ccccc3n2C(C)C)c1
35	8	-28	0.0	O=C(c1ccccc1)N(Cc1ccccc1)Cc1ccccc1
36	15	-41	0.1	Cc1ccc(Cl)cc1N1CCN(S(=O)(=O)N2CCCCC2)CC1
37	14	-40	9.1	COc1ccccc1NC(=O)/C(=N/OCc1ccc(C#N)cc1)C(C)=O
38	14	-32	-1.0	Cc1cccc(N2CCN(C(=O)C3(S(=O)(=O)c4ccc(Cl)cc4)CC3)CC2)c1C
39	1	2	-1.1	CCN(CC)C(=O)c1[nH]cnc1C(=O)NCc1ccc(CNC(=O)OC(C)(C)C)cc1
40	-1	-1	0.1	CCCc1cc(=O)oc2c(C)c(OCC(=O)NCCCn3ccnc3)ccc12

New compounds follow:
item	OX1R antag-1	OX1R antag-2	STK33 inh	mol
41	9	-31	1.6	COC(=O)c1ccc(-c2ccc(OC)c([C@H]3[C@H]4C=CC[C@@H](C)[C@@H]4C(=O)N3Cc3ccccc3)c2)cc1
42	1	-1	0.1	O=C(COC(=O)CC1CC2CCC1C2)NCc1ccccc1 (stereo not given)
43	20	-6	-0.8	O=S(=O)(c1cccc2cccnc12)N1CCc2ccccc21
44	15	-22	0.6	CCN(c1ccccc1)S(=O)(=O)c1nnc(NC(=O)c2ccccc2OC)s1
45	48	-15	0.5	CCCOc1ccc(C(=O)NCC2OCCc3ccccc32)cc1OC (stereo not given)
46	13	9	6.9	N#C/C(=C\c1ccc(O)c(O)c1)C(=O)NCCCc1ccccc1
47	6	2	-0.6	CSc1nsc(SC)c1C(N)=O
48	37	-12	1.4	Cc1cccc(-c2cc(C(=O)N3CCCc4ccccc43)c3ccccc3n2)c1
49	5	-6	0.3	CCOc1ccc(S(=O)(=O)Nc2ccncc2)c(C)c1C
50	24	-30	1.6	COn1c(SCc2cccnc2)nc2ccccc2c1=O

New compounds follow
item	OX1R antag-1	OX1R antag-2	STK33 inh	mol
51	14	-33	-0.1	Cc1sc2nc(C(C)Nc3ccccc3N3CCOCC3)[nH]c(=O)c2c1C (stereo not given)
52	12	-7	-0.5	Cc1c(C(=O)Nc2ccc(C(=O)Nc3ccccc3)cc2)cccc1[N+](=O)[O-]
53	23	-23	-1.1	COc1ccc2[nH]c(C)c(CCNC(=S)Nc3ccc(C)cc3)c2c1
54	18	-14	-1.3	O=C(CSc1nnc(-c2cccs2)o1)N1CCCCC1
55	-1	-8	1.9	Cc1ccccc1NC(=O)COC(=O)CCc1nc2ccccc2c(=O)[nH]1
56	-2	-34	-0.6	CC(=O)[C@@]1(O)C(C)CC2C3C=C(C)C4=Cc5c(cnn5-c5ccccc5)C[C@]4(C)C3C(O)C[C@@]21C (stereo not given in full)
57	14	-16	-1.0	O=C1CC(c2ccc(F)cc2)Sc2ccccc2N1 (stereo not given)
58	40	8	-0.6	Cc1ccsc1/C=N/n1c(-c2cc(-c3ccccc3)n[nH]2)n[nH]c1=S
59	6	-38	19	CCOC(=O)c1cnc2ccccc2c1NCc1ccco1
60	14	-12	2.0	c1ccc(COc2ccc(Nc3ncnc4nc[nH]c34)cc2)cc1

Additional results follow.
item	OX1R antag-1	OX1R antag-2	STK33 inh	mol
61	20	-12	4.6	CCNC(=S)N(CCc1ccccc1C)Cc1cc2cc(OC)c(OC)cc2[nH]c1=O
62	20	-12	1.1	CC1(C(=O)N2CCN(c3ccccc3)CC2)CC1(Cl)Cl (stereo not given)
63	31	-23	-0.9	CSc1cccc(NC(=S)N(Cc2ccccc2)Cc2ccccn2)c1
64	14	-26	-0.4	CC(=O)N1CCCN(Cc2cn(-c3cccc(C)c3)nc2-c2cccc(F)c2)CC1
65	13	-15	0.4	O=C(CN1CCSc2ccccc21)NCCCc1ccccc1
66	34	-24	-0.5	CC(C)OC(=O)C1C(=O)CC(C)(O)C(C(=O)OC(C)C)C1c1ccc([N+](=O)[O-])cc1 (stereo not given)
67	16	-10	-1.2	O=C(CCC(=O)Nc1ccccc1Cl)NNC(=O)c1ccco1
68	17	-13	-0.8	O=C(Nc1cnc2ccccc2c1)N1CCOCC1
69	23	-12	0.8	COC(=O)c1ccc(=O)n(Cc2ccc3c(c2)OCO3)c1
70	98*	-14	7.2	O=Nc1c(-c2c(O)[nH]c3cc(Br)ccc23)[nH]c2ccccc12

(listing goes on)
item	OX1R antag-1	OX1R antag-2	STK33 inh	mol
71	14	-17	-0.1	CCOC(=O)CSc1nn(C)c(=S)s1
72	11	-21	-0.1	CCOC(=O)N1CCN(C(=O)C2CCN(S(=O)(=O)c3ccc(Br)s3)CC2)CC1
73	-3	-16	-1.0	CCN(C(=O)CCN1C(=O)c2ccccc2S1(=O)=O)c1ccccc1
74	10	-9	0.3	COc1ccccc1NS(=O)(=O)c1cc(Cl)ccc1OC
75	3	-11	-0.2	Cc1c(C(=O)Oc2cccc3cccnc23)cccc1[N+](=O)[O-]
76	48	2	-0.8	COc1ccc(CN2CCc3ccc(NC(=O)c4ccncc4)cc3C2)c(F)c1
77	10	-8	-0.3	CN(C)c1cc(=O)n2c(n1)SCCC2
78	3	-11	-0.9	Cn1c(SCC(=O)Nc2ccccc2F)nnc1-c1cc2ccccc2o1
79	29	-8	-0.8	CC(C)NC(=O)c1onc(CSc2ccc(F)cc2)c1C(=O)O
80	12	-22	0.0	CC12CCC(=O)N1C(C(=O)Nc1nc(-c3ccc(F)cc3)cs1)CS2 (stereo not given)

Additional structures follow:
item	OX1R antag-1	OX1R antag-2	STK33 inh	mol
81	16	-8	/	COc1cc(NC(=O)c2ccc(OC)c([N+](=O)[O-])c2)ccc1NC(=O)c1cccs1
82	3	-8	-0.8	Cn1cnnc1Sc1nc2c(c(=O)n(C)c(=O)n2C)n1C
83	4	-17	-0.8	COc1ccc(C(=O)Nc2ccccc2C(=O)NCc2cccnc2)cc1OC
84	6	-28	0.9	CCCc1cc(Nc2ccccc2OCC)n2ncnc2n1
85	59	8	5.3	Cc1oc(-c2nc3ccccc3n2C)cc1C(=O)c1ccccc1
86	9	-19	-0.6	CCc1nnc(NC(=O)Nc2ccc(Cl)cc2)s1
87	18	-38	0.8	CC1CCN(c2ccc3nnc(CCC(=O)NCc4ccco4)n3n2)CC1
88	13	-28	-0.6	Cc1ccc(S(=O)(=O)c2nnn3c2nc(N2CCOCC2)c2ccccc23)cc1
89	3	10	-1.5	O=c1cc(O)c2sc3nc(-c4ccccc4)cc(C(F)(F)F)c3c2[nH]1
90	23	-14	0.6	O=C(Nc1ccc(N2CCOCC2)cc1)C1CC1
91	8	-14	-0.9	O=C(c1cc(-c2ccccc2Cl)nc2ccccc12)N1CCN(c2ccccc2O)CC1
92	24	-9	-0.7	CCN(C(=O)CSc1ncnc2c1cnn2-c1ccccc1)C1CCS(=O)(=O)C1 (stereo not given)

Of the compounds above, these contain an aryl methoxy group:
item	OX1R antag-1	OX1R antag-2	STK33 inh	mol
6	5	7	-1.7	COc1ccc2c(c1)nc(SCC(C)O)n2C (stereo not given)
8	30	32	-2.1	COc1ccc(C(=O)Nc2ccc(Cl)c(S(=O)(=O)Nc3ccccc3OC)c2)cc1
21	22	-1	0.8	COc1ccc(-c2noc(CN(C(=O)c3ccoc3C)C(C)C)n2)cc1
28	18	-3	-0.7	COc1ccc(/C(O)=C2/C(=O)C(=O)N(Cc3cccnc3)C2c2ccncc2)cc1F (stereo not given)
34	24	-25	-1.7	COc1cccc(Nc2nc3ccccc3n2C(C)C)c1
37	14	-40	9.1	COc1ccccc1NC(=O)/C(=N/OCc1ccc(C#N)cc1)C(C)=O
41	9	-31	1.6	COC(=O)c1ccc(-c2ccc(OC)c([C@H]3[C@H]4C=CC[C@@H](C)[C@@H]4C(=O)N3Cc3ccccc3)c2)cc1
44	15	-22	0.6	CCN(c1ccccc1)S(=O)(=O)c1nnc(NC(=O)c2ccccc2OC)s1
45	48	-15	0.5	CCCOc1ccc(C(=O)NCC2OCCc3ccccc32)cc1OC (stereo not given)
53	23	-23	-1.1	COc1ccc2[nH]c(C)c(CCNC(=S)Nc3ccc(C)cc3)c2c1
61	20	-12	4.6	CCNC(=S)N(CCc1ccccc1C)Cc1cc2cc(OC)c(OC)cc2[nH]c1=O
74	10	-9	0.3	COc1ccccc1NS(=O)(=O)c1cc(Cl)ccc1OC
76	48	2	-0.8	COc1ccc(CN2CCc3ccc(NC(=O)c4ccncc4)cc3C2)c(F)c1
81	16	-8	/	COc1cc(NC(=O)c2ccc(OC)c([N+](=O)[O-])c2)ccc1NC(=O)c1cccs1
83	4	-17	-0.8	COc1ccc(C(=O)Nc2ccccc2C(=O)NCc2cccnc2)cc1OC
